# T cell HTS = T cell immune modulators affecting CD8 T cell-vesicle binding; 2C CD8+ T cell-vesicle binding, flow cytometry; hits give low values; calls only at 7 µM; hit rate 0.068% among 330,000;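 active means response, share of CD8 T cells binding vesicles, and their 90th percentile fluorescence all below set limits, cut at about 80% in these data, passing the limit was not always enough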
#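 Material: 2C TCR transgenic mouse naive CD8+ T cells, MACS-purified. Also added: QL9-charged Drosophila Ld/ICAM-1/B7-1 vesicles. Timing: binding 1.5 h at 37 °C. Measured by: high-throughput flow cytometry with anti-B7-1 and anti-CD8 staining. Read-out: percent CD8+ FL2 mean versus row control. Controls: Unloaded micro-vesicles (low), QL9 vesicles with 0.7% DMSO (high).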
# West Nile virus CPE = inhibition of WNV-induced cytopathic effect – cell-based, CPE readout (AID 1621); West Nile virus-infected cells, CPE inhibition; higher % means a stronger effect; one-dose CPE inhibition, % at 10 µM; IC50 in µM for titrated hits; hit rate 0.02% among 290,000; in the data active means a potency from the dose series; inconclusive means CPE inhibition mostly from about 3.7% at the one dose, without a potency; inactive means the rest, 99 in 100 with CPE inhibition below about 2.2%; further: strong numbers were not always called active
# Insulin prom up = MIN6 insulin promoter up-regulation; hit rate 0.3% among 190,000; z-score at 5 µM; MIN6 insulin promoter-GFP reporter, high-content imaging; hits give high values;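 active means z-score above 3 at 5 µM with at least 500 cells counted in the well; inconclusive means wells under 500 cells, flagged as cytotoxic or low count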
# MT stabilize HCS = microtubule stabilization, imaging screen | HeLa tubulin immunostaining HCS, 24 h; share of cells brighter than vehicle mean+2SD | hit rate 0.83% among 200,000 | % tubulin-high responders, % at 10 µM;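 active means plate Z-score above 3 for both tubulin-high and condensed-nucleus cell shares, with cell loss under 80%, at 10 µM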;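 further: anti alpha tubulin signal scored within the nucleus-defined area of each cell; some results filed as inactive read as strong as hits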
# WT yeast gro inh = growth inhibition of WT yeast, mitochondrial fusion screen; mitochondrial fusion phenotypic screen, WT strain; inhibition, % at 10 µM; hit rate 2.1% among 190,000; AID 1362; in the data active means inhibition above about 58%; tested in S. cerevisiae
# bCat nuc transl = alters nuclear translocation of beta-catenin in HeLa cells; immunofluorescence imaging; nuclear translocation activity, % at 5 µM; hit rate 0.3% among 190,000;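 active means nuclear translocation activity above 50% at 5 µM, with a well cell count of 50 or more; inconclusive means wells under 50 cells across six images, flagged as toxic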;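 further: per-cell ratio of nuclear to cytoplasmic median beta-catenin stain intensity; plate controls were DMSO negative control for no effect and GSK-3 inhibitor IX positive control for full effect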
#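 Assay system: human HeLa cells, native beta-catenin; doses: 5 µM primary, 0.02–20 µM confirmation; incubation: compound treatment 24 h, 37°C, 5% CO2; technique: fluorescence imaging of beta-catenin antibody stain plus DAPI; measure: % activation, nuclear-to-cytoplasmic median beta-catenin signal ratio per cell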
# Autophagy HCS = autophagy modulation, high-content screen. AID 463193. calls only at 10 µM (by protocol). hit rate 0.98% among 190,000. MEF GFP-LC3 puncta imaging; test concentration mostly 10 µM;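 active means percentage of spot-positive cells more than 3 SD above its plate mean, without a fluorescence outlier flag or 80% toxicity; inconclusive means no clear call, values can overlap the other calls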;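 further: spot-positive cell cutoff set from DMSO-treated cells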
# Myeloid diff 2 = promotes myeloid progenitor differentiation. AID 624256. ER-HoxA9 myeloid progenitors, lysozyme-GFP differentiation, flow cytometry. hit rate 1% among 360,000. calls only at 10 µM;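 active means normalized GFP-positive differentiation at or above the plate's own cutoff, the solvent-only control mean plus 3 SD; inconclusive means no clear call, values can overlap the other calls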;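 further: cells exposed to compound for four days before flow analysis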
# Lipid droplet = modulators of hepatic lipid droplet formation; hit rate 0.4% among 240,000; inhibition, % at 6.5 µM; AID 1656; AML12 mouse hepatocytes, oleate lipid droplets, BODIPY imaging;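 active means lipid droplet intensity inhibited by at least 50%, with more than 500 cells counted; inconclusive means wells with under 300 cells, treated as cytotoxic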
#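 System: AML12 hepatocytes (mouse). Probe or stimulus: oleic acid at 100 µM to induce lipid droplet formation. Times: overnight treatment with compound plus oleate. Detection: Image-based BODIPY and DAPI two-channel analysis. Evaluation: percent inhibition of filter-corrected integrated lipid droplet intensity per well.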
# WT yeast gro inh mutant strain = recorded beside WT yeast gro inh, whose call it bears; inhibition, %; mitochondrial fusion phenotypic screen, mutant strain inhibition
# Insulin prom up cell count = second read-out of Insulin prom up, no call of its own (marks repeat the call); cell count; measured here: cytotoxicity, nuclei count;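 total cells summed across four imaged fields per well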
# Lipid droplet cells 6.5 µM = second read-out of Lipid droplet, no call of its own (marks repeat the call); cell count; measured here: cell count, cytotoxicity flag;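 cells counted across two imaged fields per well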
# bCat nuc transl cell count 5 µM = also measured in bCat nuc transl; calls as there; cell count; measured here: cell count, cytotoxicity flag
# T cell HTS vesicle-bound % = second read-out of T cell HTS, no call of its own (marks repeat the call); double positive events, %; measured here: CD8+ vesicle-bound cell fraction;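 binding gate set so that unloaded-vesicle control wells show 10% double positive cells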
# MT stabilize HCS Hoechst-high % = also measured in MT stabilize HCS; calls as there; % Hoechst-high responders; measured here: nuclear condensation Hoechst responders;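 share of cells brighter than vehicle mean plus two SD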
# MT stabilize HCS cytotoxicity % = further read-out of MT stabilize HCS, marked with its call; toxicity, %; measured here: cytotoxicity by cell density;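 0% = mean cell density of plate MIN control wells and 100% = no cells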
# Autophagy HCS cell loss 18 h = second read-out of Autophagy HCS, no call of its own (marks repeat the call); toxicity, %; measured here: cell loss, nuclei count;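 cell loss after 18 h compound exposure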
# Myeloid diff 2 GFP+ MAC1+ % = second read-out of Myeloid diff 2, no call of its own (marks repeat the call); GFP+ MAC1+ double positive, %; measured here: differentiation confirmed by MAC1 staining
# * hit, by the source's call; i = inactive; ? = inconclusive; . = not tested or not shown; + = active, no number.
SMILES,T cell HTS,T cell HTS vesicle-bound %,West Nile virus CPE,Insulin prom up,Insulin prom up cell count,MT stabilize HCS,MT stabilize HCS Hoechst-high %,MT stabilize HCS cytotoxicity %,WT yeast gro inh,WT yeast gro inh mutant strain,bCat nuc transl,bCat nuc transl cell count 5 µM,Autophagy HCS,Autophagy HCS cell loss 18 h,Myeloid diff 2,Myeloid diff 2 GFP+ MAC1+ %,Lipid droplet,Lipid droplet cells 6.5 µM
O=C(NCCc1ccccc1)C1CCN(S(=O)(=O)c2cccc3nsnc23)CC1,i,27,.,0.24,1666,6.8,4.2,4.2,5,-3,-0.3,1056,i,-12,i,1.0,-14,708
COc1ccc(-c2csc(NC(=O)C3CC(=O)N(Cc4ccccc4)C3)n2)cc1OC (stereo not drawn),i,10,-0.7%,.,.,.,.,.,.,.,.,.,.,.,i,1.0,-8,646
Cn1cc(Cl)c(C(=O)N2CCN(c3ncccn3)CC2)n1,i,38,0.4%,.,.,2.2,1.3,3.2,-13,8,-3.3,1208,i,2,i,0.7,30,741
Cn1c(/C(C#N)=C(\O)c2ccc(S(=O)(=O)N3CCCCC3)cc2)nc2ccccc21,i,3,.,-0.44,1572,5.8,3.4,3.8,-3,-1,2.1,1315,i,17,i,1.1,.,.
O=C(O)/C(=C\c1cccs1)Sc1nnc(-c2ccc(F)cc2)o1,i,50,-0.4%,0.06,1634,2.9,3.7,14,-5,-4,-1.1,1099,i,-13,i,1.0,-5,721
O=C(CSc1ncn[nH]1)Nc1nc(-c2ccccc2)ns1,i,53,2.3%,0.12,1204,4.3,1.7,2.2,13,-3,0.8,936,i,-12,i,6.7,0,781
COc1cc2c(cc1NC(=O)c1ccco1)CCCC2,i,32,-0.4%,0.05,981,1.8,1.3,7.0,4,8,-5.8,1219,i,2,i,8.7,-11,769
COc1cccc(NC(=O)C(c2ccccc2)N2CCNC(=O)C2)c1 (stereo not drawn),i,40,0.0%,-0.04,1233,1.5,1.7,12,3,9,-1.1,1145,i,-1,i,0.3,21,698
C#CCOc1ccc(C2C3=C(CCCC3=O)N(CC(=O)O)C3=C2C(=O)CCC3)cc1Br,i,20,-0.3%,.,.,.,.,.,.,.,.,.,.,.,i,1.1,-29,802
COc1cc(S(=O)(=O)NCc2ccncc2)ccc1Br,i,59,-1.1%,.,.,.,.,.,.,.,.,.,.,.,?,.,-27,775
COCCNC(=O)c1ccc(CS(=O)(=O)c2ccc(OC)cc2)o1,i,40,-0.6%,0.54,1128,9.4,0.7,5.2,-13,-1,-3.6,1128,.,.,i,2.1,22,773
Cc1cc(=O)[nH]c(SCC(=O)Nc2ccc(Cl)cn2)n1,i,24,-0.4%,-0.89,950,1.4,1.4,8.7,-11,1,.,.,i,28,i,0.5,14,833
CCC1=NN2C(=N)/C(=C/c3cc(C)n(-c4ccccc4)c3C)C(=O)N=C2S1,i,25,-0.4%,-0.78,1715,.,.,.,.,.,-0.8,1353,.,.,i,0.5,16,714
COc1ccc(-n2c(O)c(C=NCC(c3ccco3)N3CCCC3)c3ccccc3c2=O)cc1OC (stereo not drawn),i,42,-0.1%,1.1,1198,3.4,1.6,1.9,-2,0,0.2,1064,i,11,i,0.4,-7,686
CC1(C)Cc2c(cnn2-c2ccc(F)cc2)C(NC(=O)C(C)(C)O)C1 (stereo not drawn),i,59,-0.9%,.,.,.,.,.,.,.,.,.,.,.,i,0.5,-3,781
Cc1ccc(C(=O)CC(C(=O)O)n2ccc(C)n2)cc1 (stereo not drawn),i,26,0.2%,-0.53,1277,2.7,3.1,30,10,8,.,.,i,1,i,0.6,5,704
COc1cc2c(cc1N/C=C(\C#N)c1nc(-c3ccccc3)cs1)oc1ccccc12,i,27,0.8%,.,.,2.3,2.2,1.5,4,17,-6.2,552,+,40*,+,0.8*,21,757
CC(C)(C)C(=O)NC(n1cnc2c(N3CCOCC3)ncnc21)C(Cl)(Cl)Cl (stereo not drawn),i,26,-0.6%,-0.32,1401,2.4,1.7,3.3,16,6,1.7,982,i,-15,i,0.7,17,685
CC(C)CCn1c(=O)[nH]c2ccccc21,i,20,0.1%,.,.,.,.,.,.,.,-0.8,1361,.,.,i,0.5,5,700
CC(Sc1nc(O)c(-c2ccccc2)c(=O)[nH]1)C(=O)Nc1ccc(Cl)cc1 (stereo not drawn),i,28,0.1%,0.54,1438,2.2,1.6,5.7,-8,15,0.0,1482,i,0,i,0.8,26,677
COc1ccc(/C=C/C(=O)O)cc1S(=O)(=O)N1CCCC1,i,40,-0.5%,.,.,.,.,.,.,.,.,.,.,.,i,0.1,4,842
CC(C)Oc1ccc(CNC(=O)CC(c2ccccc2)c2cc(Cl)ccc2O)cc1 (stereo not drawn),i,23,1.0%,0.78,1082,3.6,1.4,5.8,12,1,3.3,1266,i,-22,i,7.8,.,.
Cc1onc(-c2c(Cl)cccc2Cl)c1C(=O)NCc1ccco1,i,57,-0.2%,.,.,3.3,2.3,5.8,12,28,3.1,954,i,10,i,0.0,.,.
COc1ccc(-c2cc(C(F)(F)F)n3ncc(C(=O)O)c3n2)cc1OC,i,52,-0.3%,-0.3,943,5.6,4.9,5.0,3,-4,-0.8,708,i,-3,i,0.7,.,.
CC1=CC(C)(C)NC(=S)N1c1ccc(C)cc1C,i,39,0.0%,-0.26,1303,3.9,3.4,8.2,0,-8,.,.,i,15,i,0.3,-2,733
COc1cc(OC)cc(C(=O)Nc2cccc3c2CCCC3)c1,i,36,-0.9%,.,.,.,.,.,.,.,.,.,.,.,i,1.1,-5,818
c1nnn(C23CC4CC(CC(C4)C2)C3)n1,i,42,-0.2%,0.59,2126,1.9,1.7,4.2,27,-1,-0.6,1108,i,4,i,8.7,-10,666
CCCNC(=O)c1n[nH]c(=O)c2ccccc12,i,49,-0.2%,0.68,1386,3.7,4.2,13,-3,16,-0.7,1177,i,43,i,0.9,.,.
CCc1nc(N[C@H](C(=O)O)C(C)CC)c2oc3ccccc3c2n1 (stereo partly drawn),i,6,0.0%,-0.31,1561,3.3,1.7,1.5,-7,-23,-1.3,1325,i,1,i,1.2,.,.
COC(=O)c1ccc(C(=O)OC)c(NC(=O)Nc2ccc3c(c2)OCO3)c1,i,7,0.3%,0.75,1261,3.0,2.4,4.0,4,4,0.4,1119,i,-17,i,2.2,2,753
O=C1c2ccccc2-c2cccc(NS(=O)(=O)c3ccc(C(F)(F)F)cc3)c21,i,62,-0.7%,0.14,1986,1.1,1.0,11,22,-4,-0.5,1121,i,-7,i,0.9,-15,646
c1nc(NCC2(N3CCOCC3)CCCCC2)c2ccsc2n1,i,45,-0.8%,-1.9,550,3.7,1.3,5.4,6,-4,-1.7,1151,i,2,i,0.6,-22,741
CC(=O)c1sc(-c2ccc(F)cc2)cc1NS(=O)(=O)c1ccccc1,i,25,0.3%,-0.01,1092,.,.,.,.,.,-1.5,1243,.,.,i,0.6,4,734
CCCCN(C)C(=O)CCCc1c[nH]c2ccccc12,i,18,-0.3%,-0.46,1199,3.0,2.2,5.0,6,6,-1.7,1196,i,0,i,0.9,-21,721
Cc1nnc(NC(=O)Cn2nc(C)c3ccccc3c2=O)s1,i,55,-0.3%,-0.27,1152,2.0,0.9,0.7,-3,-1,1.8,1540,i,-10,i,0.5,-2,644
COc1cccc(-c2nnc3sc(-c4ccccc4)nn23)c1,i,44,-0.5%,0.65,1472,5.0,2.8,4.7,3,-18,-8.6,1052,i,13,i,0.9,.,.
O=C(Cc1ccccc1)n1nc(-c2ccccc2)nc1NCc1ccco1,i,32,0.2%,1.5,1007,4.9,3.7,3.6,1,4,0.0,1147,i,6,i,2.3,.,.
COc1ccc2c(=O)c(C(=O)NCCc3ccc(OC)c(OC)c3)c[nH]c2c1,i,50,0.3%,-0.59,1241,2.8,2.5,9.4,-8,-6,-0.3,1141,i,-17,i,1.0,.,.
COCc1ccc(C(=O)N2CCc3c([nH]c4ccccc34)C2c2ccccn2)s1 (stereo not drawn),i,65,-0.7%,-0.31,1404,6.1,14,16,-8,14,0.1,1485,i,-5,i,0.3,-9,606
C[C@@H](NC(=O)[C@@H]1Cc2ccccc2CN1)C(=O)NCC1CCCO1 (stereo partly drawn),i,46,0.9%,.,.,.,.,.,.,.,.,.,.,.,i,0.0,8,695

# Compounds above that contain a CF3 group, in the order listed:
SMILES,T cell HTS,T cell HTS vesicle-bound %,West Nile virus CPE,Insulin prom up,Insulin prom up cell count,MT stabilize HCS,MT stabilize HCS Hoechst-high %,MT stabilize HCS cytotoxicity %,WT yeast gro inh,WT yeast gro inh mutant strain,bCat nuc transl,bCat nuc transl cell count 5 µM,Autophagy HCS,Autophagy HCS cell loss 18 h,Myeloid diff 2,Myeloid diff 2 GFP+ MAC1+ %,Lipid droplet,Lipid droplet cells 6.5 µM
COc1ccc(-c2cc(C(F)(F)F)n3ncc(C(=O)O)c3n2)cc1OC,i,52,-0.3%,-0.3,943,5.6,4.9,5.0,3,-4,-0.8,708,i,-3,i,0.7,.,.
O=C1c2ccccc2-c2cccc(NS(=O)(=O)c3ccc(C(F)(F)F)cc3)c21,i,62,-0.7%,0.14,1986,1.1,1.0,11,22,-4,-0.5,1121,i,-7,i,0.9,-15,646
